# mcGAS lum: cyclic GMP-AMP synthase inhibitors, mouse, primary biochemical chemiluminescence | recombinant cGAS, Kinase-Glo ATP depletion luminescence | 160,000 compounds, 0.15% hits | inhibition, % at 12.5 µM | Q8C6L5;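 further: 0% = negative control wells and 100% = reference inhibitor with no enzyme activity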
# NPYLR7 agonist: agonists of mosquito NPYLR7 receptor, primary screen, cell-based, Aedes aegypti, calcium fluorescence, mosquito biting behavior. Aedes aegypti neuropeptide Y-like receptor 7 (NPYLR7). activation, % at 10 µM. 270,000 compounds, 0.15% hits. HEK293T NPYLR7/Galpha15, GCaMP6s calcium fluorescence. AID 1259423, 2018; in the data active means activation above about 40%;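 further: 0% = vehicle and 100% = reference agonist at the receptor; some compounds past the cut are filed as inactive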
# hcGAS inh: Primary biochemical luminescence assay for human cyclic GMP-AMP synthase inhibitors; recombinant h-cGAS, ATP depletion, Kinase-Glo luminescence; AID 1259398, 2018; 290,000 compounds, 0.081% hits; inhibition, % at 12.5 µM; Q8N884;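 further: 0% = vehicle reaction and 100% = reaction without DNA for no activity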
# Target sequence (Q8N884 whole entry, looked up): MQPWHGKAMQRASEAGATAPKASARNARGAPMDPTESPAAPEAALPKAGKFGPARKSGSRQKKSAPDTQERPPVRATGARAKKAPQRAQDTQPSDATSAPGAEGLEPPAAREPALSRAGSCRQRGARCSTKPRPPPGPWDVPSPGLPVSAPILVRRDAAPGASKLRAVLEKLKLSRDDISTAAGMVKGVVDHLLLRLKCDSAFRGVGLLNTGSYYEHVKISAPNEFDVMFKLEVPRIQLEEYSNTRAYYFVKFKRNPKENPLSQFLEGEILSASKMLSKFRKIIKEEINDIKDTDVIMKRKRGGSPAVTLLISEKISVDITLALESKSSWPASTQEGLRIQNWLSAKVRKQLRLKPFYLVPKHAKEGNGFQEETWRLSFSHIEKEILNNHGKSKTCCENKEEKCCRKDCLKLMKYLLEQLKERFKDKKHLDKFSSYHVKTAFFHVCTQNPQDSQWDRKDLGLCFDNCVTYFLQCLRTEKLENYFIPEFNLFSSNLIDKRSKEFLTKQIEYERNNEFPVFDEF
# The depositor's hits bear a star; . = not tested or not shown; & = joins results of further samples. Unless noted, no stated cut-off is given here; in the data, active means inhibition above about 40%; inactive means the rest.
SMILES | mcGAS lum | NPYLR7 agonist | hcGAS inh
COc1ccccc1CCCNC1CCCNC1 (stereo unspecified) | . | 3 | -1
CC(=O)Nc1ccc(-c2nnc(N(C)c3ccccc3)s2)cc1 | . | -7 | 0
COc1ccc(S(=O)(=O)Oc2ccc(CN(CCN(C)C)C(=O)Nc3ccccc3OC)cc2)cc1 | -4 | . | -4
CCOc1ccc(N=C2SC(C(=O)Nc3cccc(OCC)c3)CC(=O)N2C)cc1 (stereo unspecified) | -2 | 7 | 0
COc1ccc(-c2nc(-c3ccc(OC)c(OC)c3)no2)cc1 | . | 12 | -14
CC(C)c1ccc(NC2CCCN(C(=O)c3cnn(C(C)C)c3)C2)cc1 (stereo unspecified) | . | 5 | -1
Cc1ccc(C(c2ccccc2)N2CCN(C(=O)C(C)(C)C)CC2)cc1 (stereo unspecified) | 1 | -10 | 0
CS(=O)(=O)NC(=O)c1ccn(-c2ccc(Cl)c(Cl)c2)n1 | . | -2 | 11
CC(C)COCCCNS(=O)(=O)c1ccc2ccccc2c1 | -6 | 2 | -4
COCC(NC(=O)COc1c(C)ccc(C)c1C)c1ccnn1C (stereo unspecified) | -12 | -4 | -6
CC(C)CCn1nc(-c2nc3sc4c(c3c(=O)[nH]2)CCCC4)c2ccccc2c1=O | -5 | 20 | -7
CCN(CCN1CCCC1)C(=O)c1ccc(-n2cccc2)cc1 | 3 | -9 | -2
COc1coc(C(=O)N2CCN(c3ccc(C(C)=O)cc3)CC2)cc1=O | . | -4 | -1
Cc1cccc(Cn2cccc2CN(Cc2ccccc2F)CC(C)C)c1 | -5 | . | -6
CCC(C(=O)N1CCC2(CC1)C(=O)Nc1ccccc12)n1cccn1 (stereo unspecified) | -16 | 8 | -1
CN(C(=O)CSc1nnc(C2CC2)o1)C1CCS(=O)(=O)C1 (stereo unspecified) | . | 4 | -7
COCC(C)N1C(=Nc2cccnc2)SCC1(O)c1cc2ccccc2o1 (stereo unspecified) | . | -1 | -6
CC(C)CCn1c(NCCc2ccccc2)nc2c1c(=O)[nH]c(=O)n2C | -8 | . | -7
O=C(c1cccc(F)c1)N(Cc1nccn1Cc1ccc(C(F)(F)F)cc1)C1CC1 | -6 | 9 | -5
CC(=O)OCC(=O)N1CC(=O)N2CC(C)c3ccccc3C2C1 (stereo unspecified) | -8 | 1 | -9
COc1ccc(CN(CCN2CCOCC2)CC(O)Cc2ccccc2)cc1OC (stereo unspecified) | -5 | -2 | -3
C=c1cc(C)n(CC(=O)Nc2ccc(C)c(F)c2)c(=O)c1=C1N=C(c2ccc3c(c2)OCO3)NO1 | -1 | -4 | 0
O=C(Nc1ccc(F)cc1)C1(C(=O)N2CCCCCCC2)CC1 | . | -4 | -6
CCOC(=O)c1c(NC(=O)CSc2nc(C)cc(=O)[nH]2)sc2c1CCCC2 | -7 | -1 | -9
CC(O)(c1ccccc1)c1nc(-c2csc3ccccc23)cs1 (stereo unspecified) | . | 12 | -8
COC(=O)c1ccc2oc(=O)n(C3CCN(C(=O)c4cc(C)oc4C)CC3)c2c1 | -6 | 18 | 1
Cn1cc(CCC(=O)N2CCCCCC2/C=C/c2ccccc2)cn1 (stereo unspecified) | . | 2 | 0
COc1ccc(OC)c(S(=O)(=O)N2CCN(c3ncccc3C(=O)NCCc3ccc(OC)c(OC)c3)CC2)c1 | -7 | 31 | -7
O=C(c1cccnc1Cl)N1CCN(Cc2ccc(-c3noc(-c4ccccc4)n3)cc2)CC1 | -5 | 9 | -5
COc1ccc(CNC(=O)c2cn(CCOc3ccc(F)cc3)c(=O)s2)cc1OC | . | 1 | -1
Cc1ncc([N+](=O)[O-])n1CCNC(=O)CCn1c(=O)oc2ccccc21 | -7 | -8 | -5
Cc1cc(C)n2c(NC3CCCCC3)c(-c3cccc(F)c3)nc2c1 | -5 | 5 | -5
CCOC(=O)C1(Cc2cccc(OC)c2)CCCN(C(=O)CC2=CCCCC2)C1 (stereo unspecified) | . | 6&2 | -4&-4
CCOC(=O)Nc1sc(C)nc1-c1ccccc1 | . | -23 | -2
COC(=O)c1cnc(Nc2nc(C(N)COCc3ccccc3)cs2)nc1C(F)(F)F (stereo unspecified) | -8 | -4 | -4
COc1cccc(OCC(=O)N2CCCC(CCc3ccc(F)cc3)C2)c1 (stereo unspecified) | -12 | 7 | -4
Cc1ccc(F)c(NC2CCCN(C(=O)c3cccc(Br)c3)C2)c1 (stereo unspecified) | . | 2 | -4
CN(CCOc1ccc(Br)cc1)C(=O)/C=C/c1ccco1 | . | 18 | -7
CCOC(=O)CCC(=O)N1CCN(C(c2ccccc2)c2ccc(Br)cc2)CC1 (stereo unspecified) | -7 | -3 | -6
COc1ccc(C2(C(=O)NCCC3CCCN(C)C3)CC2)cc1 (stereo unspecified) | . | 0 | 0
Cc1ccc2nc(N(CCCn3ccnc3)C(=O)c3cccc(F)c3)sc2c1 | -11 | -13 | -5
CCc1cc(NCc2cccs2)n2ncnc2n1 | -2 | -5 | 0
CC(=O)N[C@@H]1CCCCC1NC(=O)C1CCCN(C(=O)c2ccc(Cl)cc2)C1 (stereo partly specified) | -5 | 17 | -7
CCC(CO)N(Cc1ccsc1)Cc1sccc1C (stereo unspecified) | -10 | -1 | -3
CCOc1ccccc1CN1CCNC(=O)C1CC(=O)N1CCc2ccccc2C1 (stereo unspecified) | . | 7 | -10
Cn1cnnc1CNc1cc(C(F)(F)F)nc2ccccc12 | . | 6 | -6
CCN(CC)S(=O)(=O)c1ccc2c(c1)[nH]c(=S)n2CC | . | 1 | 0
COCc1ncc([C@@H]2C[C@H](NC(C)=O)C[C@H](C(C)(C)C)O2)cn1 | -10 | -6 | -4
O=C(CNCCN1CCOCC1)N(Cc1ccccc1)Cc1cccs1 | -4 | -8 | -4
CN1CCCN(CC(=O)N(Cc2ccco2)Cc2cccs2)CC1 | -11 | 12 | -5
Cn1ccc(C(=O)Nc2nnc(-c3ccno3)o2)n1 | 6 | . | 0
OCCC1CN(Cc2nc3ccccc3s2)CCN1C1CCCC1 (stereo unspecified) | . | -1 | -4
CCOC(=O)c1c(NC(=O)c2ccc(Cl)c([N+](=O)[O-])c2)sc2c1CCC2 | -8 | -4 | -6
CCc1ccc(CNC(=O)Nc2cc(C(=O)NC)ccc2Cl)s1 | -12 | 5 | -10
Cc1nc(-c2ccccc2)nc2[nH]c(-c3ccccc3)cc12 | -7 | 2 | -4
CCC(C)c1ccc(C2=CSC3=NS(=O)(=O)CCN23)cc1 (stereo unspecified) | . | -2 | 3

# 3 of the compounds above, with values under each structure:
# Fields: mcGAS lum, NPYLR7 agonist, hcGAS inh
> CN1CCCN(CC(=O)N(Cc2ccco2)Cc2cccs2)CC1
    -11, 12, -5
> CCc1ccc(CNC(=O)Nc2cc(C(=O)NC)ccc2Cl)s1
    -12, 5, -10
> Cc1nc(-c2ccccc2)nc2[nH]c(-c3ccccc3)cc12
    -7, 2, -4

# Remaining list, next part:
SMILES | mcGAS lum | NPYLR7 agonist | hcGAS inh
Cc1ccc(C(=O)CSc2nnc(C3CC3)n2C2CC2)s1 | -3 | 1 | -1
O=C(NC1CCN(c2ccccc2C(=O)NCc2ccccc2F)CC1)c1ccco1 | -5 | -7 | -6
CC(=O)Nc1cccc(-n2nnn(CN3CCOCC3)c2=S)c1 | . | -5 | -3
CC(Sc1nnc2n1CCCCC2)C(=O)NNC(=O)c1ccc(F)cc1 (stereo unspecified) | . | 0 | -5
CCN1C(=O)NC(c2ccc(Cl)cc2Cl)C2=C1CN(CCC(=O)Nc1ccc(F)cc1)C2=O (stereo unspecified) | -4 | -1 | -5
CCOC(=O)CC(=O)Nc1cccc(-c2cccc(-c3ccc(F)cc3)n2)c1 | -5 | 19 | -8
CC1CCCN(C(=O)NC(CC(=O)N(C)C)c2ccccc2)CC1 (stereo unspecified) | . | -23 | -1
COc1cccc(-c2nc3ccccn3c2NC(=O)Cc2ccc(F)cc2)c1 | -6 | -6 | -6
CCC(OC)C(=O)Nc1n[nH]c(C(F)(F)F)c1C (stereo unspecified) | . | -6 | -4
CC(=O)Nc1ccccc1-c1nc2cc(C#N)c(C#N)cc2[nH]c1=O | -4 | 3 | -6
CSc1cccc(CN(C)C(=O)CC2COCCN2)c1 (stereo unspecified) | . | -6 | -4
CCOCCCn1c(SCc2cccc(C(=O)O)c2)nc2cc(S(=O)(=O)N3CCCC(C)C3)ccc21 (stereo unspecified) | 3 | 6 | 4
O=C(c1onc2ccccc12)N1CCCC(OCc2cccnc2)C1 (stereo unspecified) | . | -2 | -6
Cc1nccc(-c2ccc(NC(=O)/C=C/c3csc(C)n3)cc2)n1 | . | 3 | -5
Cc1ccc(/C=C/S(=O)(=O)Nc2c(C)c(C)nn2C)cc1 | . | 3 | 2
COC(=O)c1cc(NC(=O)C(C)Oc2ccc(C)cc2[N+](=O)[O-])cc(C(=O)OC)c1 (stereo unspecified) | . | 4 | -8
Cc1ccn2c(NC(=O)Cc3ccc(F)cc3)c(-c3cccc(F)c3)nc2c1 | -8 | -3 | -9
COc1ccc(-c2nnc(SCc3ccc(Cl)cc3)[nH]c2=O)cc1 | . | -3 | -8
COc1cccc(-c2cc(C(=O)N3CCC(Cc4ccccc4)CC3)n(-c3ccc([N+](=O)[O-])cc3)n2)c1 | -3 | -2 | 3
COc1ccc(C(=O)N(Cc2ccccc2)C2CCC(NC(=O)C3CCN(C(=O)CCc4ccccc4)CC3)CC2)cc1 (stereo unspecified) | -6 | 0 | -5
CCCCCCCOc1ccc(C(=O)N2CCN(Cc3cc(=O)c(OCc4ccccc4Cl)co3)CC2)cc1 | -5 | 12 | -3
CCOC(=O)c1ccc(NC(=O)c2cc(-c3ccccc3)nc3ccc(C)cc23)cc1 | -7 | 2 | -5
COc1ccc(-n2nc(C)c(-c3ccccc3)c2NC(=O)CN(CC(C)C)C(=O)Nc2ccc(F)cc2F)cc1 | -3 | -1 | -7
CSc1nnc(SCc2ccc(C(=O)N3C4CCC3CC(Oc3cccc(C#N)c3)C4)cc2)s1 (stereo unspecified) | -8 | 17 | -16
Cc1cc2nc(Oc3ccc4ccncc4c3)c3ccccc3n2n1 | . | 2 | -4
O=C(CC1CCS(=O)(=O)C1)Nc1ccc(F)c(-n2cccc2)c1 (stereo unspecified) | . | -4 | -6
CC(Cl)C(=O)Nc1ccc(N2CCCC2)c(C(=O)NCCc2ccccc2)c1 (stereo unspecified) | -8 | -4 | -8
CN1CCN(C(=O)C2=CN3CCN(Cc4ccccc4C(F)(F)F)C(=O)N=C3O2)CC1 | . | -5 | -5
CCOc1ccc2cc(C(=O)c3ccc(NC(C)=O)cc3)oc2c1 | . | -2 | 12
COc1ccccc1-c1cccc(C(=O)NC(C)Cc2ccccn2)c1 (stereo unspecified) | . | -4 | 0
Cc1cc(-c2cc3c(n(Cc4cccnc4)c2=O)CCN(C(=O)COc2ccccc2)C3)ccc1F | -5 | 20 | -3
CC(=O)NC(=O)c1cc2c(ccc3ccccc32)oc1=Nc1ccc(C(C)=O)cc1 | -5 | -7 | -4
CSc1nnc2n1CCCN2C(C)=O | . | 11 | -2
CSc1nc2c([nH]c3ccccc32)c(=O)n1-c1ccc(F)cc1 | -2 | 1 | 2
CCCNC(=O)N1CCc2cc(OC)c(OC)cc2C1CNC(=O)C1CCCC1 (stereo unspecified) | 1 | . | -4
Cc1nn(CCCC(=O)O)c(=O)c2cc3sccc3n12 | 3 | -9 | 7
Clc1ccc(Cc2noc(-c3cccs3)n2)c(Cl)c1 | . | 2 | -2
Cc1cc(C(=O)Cn2cnc3c2c(=O)n(C)c(=O)n3C)c(C)n1C1CC1 | . | 8 | -2
COC(=O)CCSc1nnc(Nc2ccc(C)cc2)s1 | . | 19 | -5
CCOC(=O)c1cccc(=O)c2c(C)[nH]c(C)c12 | . | 0 | -1
CCS(=O)(=O)NCCCc1cccc(Br)c1 | . | 6 | -7
O=C(O)C1CC(=O)N(Cc2cccc(-n3cccn3)c2)C1 (stereo unspecified) | -10 | 10 | 1&-7
O=C(NCC1CCCCC1)c1cc(-c2cc(F)ccc2OCC2CCCO2)n[nH]1 (stereo unspecified) | -1 | 1 | 0
CC(C)(C)CC(=O)N(CC(=O)N1CC(=O)N(c2ccc(Cl)cc2)C1)C1CC1 | -6 | -3 | -7
CCOC(=O)C1CCCN(C(=O)c2c(C)c(C(C)=O)c(C)n2Cc2ccc(F)cc2)C1 (stereo unspecified) | -5 | 13 | -7
CC(C)CNc1ccc([N+](=O)[O-])cc1S(N)(=O)=O | . | 16 | -4
O=C(C=Cc1ccccc1)Nc1nnc(C2CC2)s1 | . | 2 | -9
CC(NC(=O)CCN(c1nc(C2CC2)nc2cc(Cl)ccc12)C1CCCCC1)c1ccccc1 (stereo unspecified) | -6 | -17 | -4
CNc1ncc(C(=O)N2CCCC(C(=O)c3cc(C)c(OC)c(C)c3)C2)cn1 (stereo unspecified) | . | -5 | -8

# Another view of part of the listing above.
CC(C)(C)CC(=O)N(CC(=O)N1CC(=O)N(c2ccc(Cl)cc2)C1)C1CC1
  mcGAS lum: -6 | NPYLR7 agonist: -3 | hcGAS inh: -7

CCOC(=O)C1CCCN(C(=O)c2c(C)c(C(C)=O)c(C)n2Cc2ccc(F)cc2)C1 (stereo unspecified)
  mcGAS lum: -5 | NPYLR7 agonist: 13 | hcGAS inh: -7

CC(C)CNc1ccc([N+](=O)[O-])cc1S(N)(=O)=O
  mcGAS lum: . | NPYLR7 agonist: 16 | hcGAS inh: -4

# Filtered by structure, the entries above with a cyano group.
SMILES | mcGAS lum | NPYLR7 agonist | hcGAS inh
CC(=O)Nc1ccccc1-c1nc2cc(C#N)c(C#N)cc2[nH]c1=O | -4 | 3 | -6
CSc1nnc(SCc2ccc(C(=O)N3C4CCC3CC(Oc3cccc(C#N)c3)C4)cc2)s1 (stereo unspecified) | -8 | 17 | -16
